# PAFAH2 FP inh = inhibitors of human PAFAH2 | hit rate 0.99% among 340,000 | recombinant PAFAH2, FP-rhodamine activity probe, fluorescence polarization | AID 492956 | inhibition, % at 3.39 µM | Q99487;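 active = inhibition above the mean over all tested compounds plus 3 SD, cut at about 30% in these data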;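 also: inhibitors block probe labeling of enzyme so polarization drops; 0% = enzyme with DMSO and 100% = wells lacking PAFAH2 protein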
# PAFAH1B3 inh = inhibitors of human PAFAH1B3. inhibition, % at 3.39 µM. hit rate 0.28% among 340,000. recombinant PAFAH1B3, FP-rhodamine probe, fluorescence polarization. Q15102;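 active = inhibition above the screen-wide average of all tested compounds plus 3 SD, cut at about 25% in these data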;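 also: 0% = enzyme with DMSO only and 100% = wells lacking PAFAH1B3 protein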
# Target sequence (Q15102 whole entry, looked up): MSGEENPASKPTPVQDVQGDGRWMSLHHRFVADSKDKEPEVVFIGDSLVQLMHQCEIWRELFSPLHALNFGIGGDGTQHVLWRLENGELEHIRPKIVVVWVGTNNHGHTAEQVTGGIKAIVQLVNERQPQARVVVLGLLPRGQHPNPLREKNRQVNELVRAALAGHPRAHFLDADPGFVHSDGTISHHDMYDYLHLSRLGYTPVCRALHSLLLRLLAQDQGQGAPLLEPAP
# PAFAH1B2 FP inh = blocks human PAF acetylhydrolase 1b catalytic subunit 2; P68402; recombinant PAFAH1B2, FP-rhodamine activity probe, fluorescence polarization; inhibition, % at 3.39 µM; hit rate 1.2% among 340,000; AID 492953;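 active = inhibition above the mean of all tested compounds plus 3 SD, cut at about 24% in these data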;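 also: 0% = enzyme with DMSO and 100% = wells lacking PAFAH1B2; many of its hits are not listed in these tables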
# Target sequence (P68402 whole entry, looked up): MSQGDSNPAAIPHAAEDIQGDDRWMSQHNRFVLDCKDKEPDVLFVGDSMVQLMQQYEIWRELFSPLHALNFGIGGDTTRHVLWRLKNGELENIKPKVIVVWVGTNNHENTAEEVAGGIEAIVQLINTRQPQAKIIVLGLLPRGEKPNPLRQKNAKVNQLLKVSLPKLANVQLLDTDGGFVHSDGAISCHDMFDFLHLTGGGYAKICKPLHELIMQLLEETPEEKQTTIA
# * hit, by the source's call. This is a subset; rates above refer to the full screens.
SMILES,PAFAH2 FP inh,PAFAH1B3 inh,PAFAH1B2 FP inh
COC(=O)[C@]1(Cc2ccccc2)N[C@H](c2ccc(-c3cccc(Cl)c3)c(OC)c2)[C@@H]2C(=O)N(C)C(=O)[C@@H]21,-5,-6,1
N#CC1(Nc2ccc(-c3ccc(NC4(C#N)CCCC4)cc3)cc2)CCCC1,0,3,3
CC(=N)c1c(O)cc(C)oc1=O,-3,0,8
CCOc1ccccc1/C=N/Nc1ccnc(=O)[nH]1,-2,7,4
O=P(NCc1ccccc1)(OCc1ccccc1)OCc1ccccc1,6,5,9
O=[N+]([O-])c1cccc(C=NN=Cc2ccccc2O)c1,4,1,-1
c1ccc(CNC2CC3CCC2C3)cc1 (stereo not drawn),-2,4,4
O=S(=O)(Nc1ccc2nc(N3CCOCC3)sc2c1)c1ccccc1,0,-1,12
O=C(CSc1nc2ccc(Nc3nc(N4CCOCC4)nc(N4CCOCC4)n3)cc2s1)Nc1ccccc1Cl,-7,-1,1
ON=C1c2ccccc2-c2cc(Br)ccc21,-6,6,-5
O=C1CC(N2CCN(S(=O)(=O)c3ccccc3F)CC2)C(=O)N1c1ccccc1F (stereo not drawn),2,13,2
C/C(=N\NC(=O)Cc1ccc(Cl)cc1)c1cccnc1,2,-9,-3
CC(=O)C1=C(C)Nc2ncnn2C1c1ccccc1 (stereo not drawn),-3,2,-1
Cc1cc(C)c(S(=O)(=O)NCC2CCC(C(=O)NCCCN3CCOCC3)CC2)c(C)c1 (stereo not drawn),3,11,-1
CCCCN1C(=O)C(C(=O)OCc2ccccc2)CC2=C1CCCC2=O (stereo not drawn),14,3,4
Cc1ccc(NC(=O)c2cnccn2)nc1,0,2,3
O=C(NCCCl)Nc1ncn[nH]1,-1,9,-3
Cc1noc(NS(=O)(=O)c2ccc(NC(=O)c3ccc(Cl)c(S(=O)(=O)N(C)c4ccccc4)c3)cc2)c1C,8,15,7
Cc1ccc(C(=O)NC2CC(C)(C)NC(C)(C)C2)cc1S(=O)(=O)N1CCOCC1,6,1,0
C#CCN(C(=O)c1ccc(OC2CCN(C(=O)CCOC)CC2)cc1)C1CCCCC1,-5,2,-2
CC1=C(O)C(=O)C(C2=C(O)C(=O)C(C)=C(O)C2=O)=C(O)C1=O,6,18,6
CC1=NNC(=O)/C1=C\c1cn(-c2ccccc2)nc1-c1ccc(F)cc1,-3,6,3
CC1(C)OC2CC3C4CCC5=CC(=O)CCC5(C)C4(F)C(O)CC3(C)C2(C(=O)CO)O1 (stereo not drawn),-5,4,-1
COc1ccc(-c2nc(SCC(=O)Nc3cccc(S(N)(=O)=O)c3)n[nH]2)cc1,-2,6,6
Cc1ccc2oc3ccccc3c(=O)c2c1,-3,3,6

# Profiles, quoted from the list:
# c1ccc(CNC2CC3CCC2C3)cc1 (stereo not drawn) is entered as PAFAH2 FP inh = -2; PAFAH1B3 inh = 4; PAFAH1B2 FP inh = 4
# CCCCN1C(=O)C(C(=O)OCc2ccccc2)CC2=C1CCCC2=O (stereo not drawn) is entered as PAFAH2 FP inh = 14; PAFAH1B3 inh = 3; PAFAH1B2 FP inh = 4

# Back to the main list with the 2 entries that preceded the break.
SMILES,PAFAH2 FP inh,PAFAH1B3 inh,PAFAH1B2 FP inh
COc1ccc(-c2nc(SCC(=O)Nc3cccc(S(N)(=O)=O)c3)n[nH]2)cc1,-2,6,6
Cc1ccc2oc3ccccc3c(=O)c2c1,-3,3,6
CCC(C(=O)NCc1ccco1)N(C(=O)CNS(=O)(=O)c1ccc(C)cc1)c1ccccc1OC (stereo not drawn),7,6,7
COc1ccc(-c2ccc3c(c2)[C@@H]2C[C@H](N(C)C(=O)C(C)(C)C)[C@H]([C@H](C)O)C(=O)N2CC3)cc1,0,6,5
CC1=CC(=O)Nc2cncnc2N1,0,0,5
CC(=O)N[C@@H](Cc1c[nH]c2ccccc12)C(=O)OCC(=O)Nc1cc(C)on1,0,1,3
CCC(=O)NC1=C(Cl)C(=O)C(NC(=O)CC)=C(Cl)C1=O,-13,19,9
S=C(Nc1cccc(Cl)c1Cl)NC1CCN(Cc2ccccc2)CC1,3,8,4
O=C(O)c1cccc2c1C(=O)N(c1ccc3c(c1)Cc1ccccc1-3)C2=O,0,1,5
O=C1c2ccccc2C(=O)N1OCCCN1C(=O)c2ccccc2S1(=O)=O,4,2,3
O=C(N/N=C/c1cccc(Oc2ccccc2)c1)c1cccc(O)c1,-9,-1,-1
COc1cccc(/C=N\NC(C)=O)c1OC/C=C/c1ccccc1,1,9,5
COc1ccc(O)c(/C=c2/sc3nc4cc(C)c(C)cc4n3c2=O)c1,7,-17,-7
C=CCNC(=S)NNC(=O)c1cc(-c2cccnc2)nc2ccccc12,-1,14,7
CCOC(=O)c1c(C)oc2c1c1c(c3ccccc32)OCN(Cc2cccnc2)C1,4,9,4
COc1ccccc1-n1c(SCC(=O)N(C)C)nnc1-c1ccco1,8,3,2
O=S(=O)(Cc1ccccc1)Nc1cccc(Br)c1,3,3,0
CC(C)CCN(C(=O)c1cn2ccccc2n1)c1c(N)n(Cc2ccccc2)c(=O)[nH]c1=O,4,0,4
CCOC(=O)c1ccc(NC(=O)c2cccnc2)cc1,3,6,-2
Cc1occc1-c1nnc(SCC(=O)NCc2cccs2)n1CC1CCCO1 (stereo not drawn),5,3,0
CCCCNc1c(-c2ccc(OC)c(SC(C)CC)c2)nc2cnccn12 (stereo not drawn),5,19,6
CN(C)C(CNC(=O)c1cccc(S(=O)(=O)N2CCN(c3ccc(F)cc3)CC2)c1)c1ccccc1 (stereo not drawn),0,9,-3
O=C(COC(=O)c1ccccc1F)Nc1ccc2c(c1)OCCO2,70*,8,4
O=S(=O)(NC1c2cccc3cccc(c23)C1N1CCN(CCO)CC1)c1ccccc1 (stereo not drawn),7,5,-2
COc1cc2ccc(=O)oc2c(O)c1O,5,8,0
CCCCSc1nc2sc3c(c2c(=O)n1-c1ccc(C)cc1)CCN(C)C3,1,0,0
S=C(Nc1cccc2ccccc12)NN1CCCCCC1,-1,-1,6
# Remaining list, next part
SMILES,PAFAH2 FP inh,PAFAH1B3 inh,PAFAH1B2 FP inh
CCOc1ccccc1NC(=S)NC(=O)c1ccco1,-3,9,2
O=C(CCl)Nc1ccc(Sc2ccc(NC(=O)CCl)cc2)cc1,5,7,4
c1ccc(CNCCCn2cnc3c(OCc4ccccc4)ncnc32)cc1,5,8,10
Cc1ccc2nc(SCC(=O)N3CCCc4ccccc43)nc(=O)n2c1,-1,4,0
Cc1cc(C)c(S(=O)(=O)c2ccccc2C(C)C)c(=O)[nH]1,0,8,5
COc1cc(/C=C/c2ccccc2)cc(OC)c1,-4,10,0
CC(=O)NCCNC(=O)c1ccc(Cn2c(=O)[nH]c3ccsc3c2=O)cc1,0,7,8
O=C(O)c1ccc(CNC(=O)c2ccc3c(c2)C(=O)N(Cc2cccnc2)C3=O)cc1,5,-1,-1
CCN(CC)S(=O)(=O)c1ccc(N2CCOCC2)c(NC(=O)c2nn(C)c(=O)c3ccccc23)c1,2,8,1
COc1ccc(C(=O)NC(C)CCc2ccccc2)c(O)c1 (stereo not drawn),6,9,7
O=C1OC=NC1=Cc1ccccc1,3,12,6
COc1ccc(NC(=O)N2CCc3ccccc3C2)cc1,-1,5,-6
O=C(O)c1csc(N/N=C/c2ccc(Br)cc2)n1,12,6,7
COc1cc2nc(=S)n(CCCN3CCOCC3)c(N)c2cc1OC,14,4,2
CCC(Oc1cc(Cl)ccc1Cl)C(=O)N1CCCN(C)CC1 (stereo not drawn),2,0,-3
Cc1c(NC(=O)C(CC(=O)O)NCc2ccco2)c(=O)n(-c2ccccc2)n1C (stereo not drawn),-4,-7,-1
CCC(C)NC(=O)c1ccc2c(c1)S(=O)(=O)c1ccccc1C2=O (stereo not drawn),1,3,4
O=C1CC(c2ccccc2)=NN1c1ccccc1,0,14,3
CCN(CC)CCNC(=O)c1nn(-c2ccc(Cl)cc2)c2c1CCc1cc(OC)ccc1-2,1,4,5
CCOc1ccccc1NC(=O)COC(=O)C12CC3CC(CC(O)(C3)C1)C2,5,4,1
Cc1cc(C)cc(CC2CC(=O)N(c3cc(C)ccc3C)C2=O)c1 (stereo not drawn),4,10,1
COc1ccc(Nc2nc(N)c3ccccc3n2)c(OC)c1,5,0,4
COc1ccc(C)cc1S(=O)(=O)N1CCCC(N2CCOCC2)C1 (stereo not drawn),0,4,3
N#C/C(=C/C1=C(N2CCOCC2)C(=C/c2ccccc2)/CC1)C(=O)Nc1ccccc1F,-20,-29,-18
COc1ccc(C(=O)NC2CC2)cc1OC1CCN(Cc2ccc(F)cc2)CC1,-1,-5,1
# Further records follow.
SMILES,PAFAH2 FP inh,PAFAH1B3 inh,PAFAH1B2 FP inh
COC(=O)CSc1nnc(COc2ccc3ccccc3c2)o1,-1,1,4
Cn1c(=O)c(/C=C/c2ccc(F)cc2)nc2ccccc21,0,6,0
CCOc1ccc(/C=N/NC(=O)c2cccc3ccccc23)c(OCC)c1,9,12,6
CN(Cc1cccc([N+](=O)[O-])c1)Cc1cccc2ccccc12,-7,3,-3
CC(=O)c1cccc(OCC(=O)NC2CCCCCC2)c1,1,12,7
O=C(NCc1ccccc1)c1ccc(NC(=O)C2CCCC2)cc1,3,10,8
Nc1nc(SCc2ccccc2Cl)c2ncn(C3OC(CO)C(O)C3O)c2n1 (stereo not drawn),8,-1,0
Oc1ccccc1C=NNC(=S)Nc1ccc(F)cc1,28,10,7
CC(C)C[C@@H](CN1CCC[C@@H]1CN1C(=O)C(=O)NC[C@@H]1Cc1ccccc1)N1C[C@H](Cc2ccc(O)cc2)N(CC2CCCCCC2)C(=O)C1=O,22,-5,2
COC(=O)c1nc[nH]c1[N+](=O)[O-],3,-2,1
c1ccc(-c2ccncn2)cc1,0,8,1
COc1ccc(Nc2nnc(SCC(=O)NC3CCS(=O)(=O)C3)s2)cc1 (stereo not drawn),4,-1,4
O=[N+]([O-])c1cccc(COc2ccccc2CN2CCCC2)c1,-10,1,1
CC(C)CN(C(=O)COC(=O)c1cc2ccccc2cc1O)c1c(N)n(Cc2ccccc2)c(=O)[nH]c1=O,-8,-3,0
CN(C)C1CCN(C(=O)c2cccc(OC3CCN(S(=O)(=O)N(C)C)CC3)c2)C1 (stereo not drawn),1,16,1
Cc1nc(N)sc1-c1csc(Nc2ccccn2)n1,4,5,2
COCCN(C(=O)c1cc(-c2ccc(F)cc2)nc2ccccc12)c1c(N)n(CC(C)C)c(=O)[nH]c1=O,-4,1,1
CN(C)CC1C2CCC(C2)C1O (stereo not drawn),-4,12,4
CN(CC(=O)Nc1ccccc1Cl)C(=O)c1ccc(N2C(=O)CCC2=O)cc1,4,3,6
COc1cc(NC(=O)c2cc(=O)[nH]c3ccc(S(=O)(=O)N4CCOCC4)cc23)cc(OC)c1,-3,-2,2
CCOC(=O)C(Cc1cc(N)c(Oc2ccc(OC)cc2)c(N)c1)NC(C)=O (stereo not drawn),-2,13,1
O=C(c1cccc(NS(=O)(=O)c2ccc(F)c(F)c2)c1)N1CCCCC1,-4,2,6
CCC1(CC)C(=O)NC(=S)N=C1N,2,1,-2
CC[C@H](C)[C@H]1CNC(=S)N1CC1CCN(CCCC2CCCC2)CC1,-10,2,1
C=C1[C@@H](O)[C@H](CC(C)C)N(Cc2ccccc2Br)S1(=O)=O,7,2,1
# (listing goes on)
SMILES,PAFAH2 FP inh,PAFAH1B3 inh,PAFAH1B2 FP inh
Cc1ccc(-n2c(SCC(=O)N3CCOCC3)nc(O)cc2=O)cc1,4,-5,3
COc1ccccc1CNC(=O)COC(=O)Cc1ccsc1,5,8,1
Cc1nn2c(N3CCN(c4ccccn4)CC3)cc(C(C)C)nc2c1-c1ccccc1,-7,4,-2
O=C1NC(=O)c2c(Br)c(Br)c(Br)c(Br)c21,5,5,3
Cc1cccc(OCC(=O)NNC(=O)CCCCC(=O)NNC(=O)COc2cccc(C)c2)c1,1,-2,2
Cc1ccc(NC(=O)c2ccc(Br)o2)c([N+](=O)[O-])c1,5,13,1
CCN(CC(=O)Nc1c(F)cccc1F)C(=O)CCNC(=O)c1ccco1,-3,2,-7
Cn1c(=O)c2[nH]c(NN=Cc3ccccc3)nc2n(C)c1=O,4,5,4
O=C(Cc1cccc(NC(=O)C2CCCN(C(=O)C3CCCCC3)C2)c1)Nc1ccc(C(=O)N2CCCCC2)cc1 (stereo not drawn),-1,1,3
Cc1sc2nc(CSCC(=O)N(CCC#N)c3ccccc3F)[nH]c(=O)c2c1C,5,7,3
CC(C)C(OC(=O)C1=Cc2ccccc2OC1)C(=O)NCC1CCCO1 (stereo not drawn),11,-1,2
COc1ccc(C2c3cc(OC)c(OC)cc3CC3C(=O)OCC32)cc1OC (stereo not drawn),-5,6,-3
CCn1c(C)cc(C=C2C(=O)c3ccccc3C2=O)c1C,0,-5,1
CCN(CC1CCCN(CCc2cccc(OC)c2)C1)C(=O)c1ccoc1C (stereo not drawn),0,6,-1
COc1ccc(NC(=O)COc2ccccc2Cl)cc1S(=O)(=O)N1CCCCC1,-3,3,-3
Cc1ccc(S(=O)(=O)NNC(=O)c2cc(C)c(C)cc2N)cc1,21,2,8

# An excerpt of these results, field by field.
> Cc1sc2nc(CSCC(=O)N(CCC#N)c3ccccc3F)[nH]c(=O)c2c1C
  PAFAH2 FP inh = 5	PAFAH1B3 inh = 7	PAFAH1B2 FP inh = 3

> CC(C)C(OC(=O)C1=Cc2ccccc2OC1)C(=O)NCC1CCCO1 (stereo not drawn)
  PAFAH2 FP inh = 11	PAFAH1B3 inh = -1	PAFAH1B2 FP inh = 2

> COc1ccc(C2c3cc(OC)c(OC)cc3CC3C(=O)OCC32)cc1OC (stereo not drawn)
  PAFAH2 FP inh = -5	PAFAH1B3 inh = 6	PAFAH1B2 FP inh = -3

> CCn1c(C)cc(C=C2C(=O)c3ccccc3C2=O)c1C
  PAFAH2 FP inh = 0	PAFAH1B3 inh = -5	PAFAH1B2 FP inh = 1

# Screening data from PubChem.
